GAA glycogen = GAA glycogen-cleavage inhibition or activation | recombinant GAA, glycogen substrate, Amplex Red glucose oxidase fluorescence | 0.38% of 300,000 active | Potency, µM (series often up to 76.4 µM), for inactives: at the highest dose activity change, negative = inhibition, hits mostly inhibitors | P10253;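 also: potency is read from the fitted curve at half-maximal effect; 0% = full enzyme reaction and -100% = no-enzyme basal signal; the screen sought inhibitors and activators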
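Recombinant human enzyme (4 nM); glycogen substrate; 37 C, 40 min, pH 5.0. Readout: coupled glucose oxidase/Amplex Red fluorescence.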
GAA inh = blocks human lysosomal alpha-glucosidase; P10253; Potency, µM (top dose mostly 76.9 µM), inactives show at the top dose activity change, negative = inhibition, actives largely listed as inhibitors; AID 1466; purified human GAA, 4-MU-alpha-glucoside fluorescence; 0.005% of 200,000 active;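 also: potency is read from the fitted curve at half-maximal effect; plate controls were uninhibited enzyme wells for no effect and no-enzyme background for full effect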
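Activity normalized between no-enzyme (basal) and enzyme-only wells. Conditions: 4 nM human enzyme, 400 uM fluorogenic substrate, citrate/phosphate pH 5.0 with Tween-20, 20 min room temperature, compounds up to 77 uM.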
HTT cytoprotect = cytoprotection in Huntington HTT-Q103 PC12 cell model; PC12 HTT-Q103 induced, cytoprotection, ATP luminescence, 40 h; Potency, µM (highest dose often 56.4 µM), for the others: cytoprotection (ATP increase), most hits filed as activators; 0.14% of 230,000 active; AID 1471;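 also: potency is read from the fitted curve at half-maximal effect; % of control where 0% means no effect; nearly all actives have a fitted effect of over 45% in size; toxic huntingtin expression switched on by the ecdysone agonist tebufenozide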
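Compounds were screened for protection of PC12 cells against cell death after tebufenozide induction (100 nM final) of mutant Huntingtin exon 1 (Q103) fused to GFP.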
aGlu spleen mod = lysosomal alpha-glucosidase (human) modulation | human spleen homogenate, 4-MU-alpha-glucoside fluorescence | 0.006% of 240,000 active | AID 2112 | Potency, µM (series often up to 79.9 µM), for inactives: at the top dose activity change, negative = inhibition, usual class: inhibitors;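 also: potency is read from the fitted curve at half-maximal effect; 0% = enzyme with vehicle and -100% = no enzyme basal signal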
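Compounds were titrated against alpha-glucosidase in spleen homogenate at pH 5.0, with 1 mM 4-methylumbelliferyl substrate for 40 min at 37 C. Reactions were quenched with pH 10 NaOH/glycine and fluorescence measured.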
LMNA splice mod = LMNA splicing modulation; HeLa LMNA splicing GFP/RFP minigene ratio, 48 h; Potency, µM (doses to about 46.1 µM), without a hit: top-dose ratio change, negative = inhibition, most hits filed as inhibitors; 0.01% of 200,000 active; active = well fitted inhibition curve with a large enough effect in the signal ratio, with a control signal flat, not every such curve was filed as active; inconclusive = small, poorly fitted or top-dose-only effect, or effect the other way, or a change in a side signal; the % refers to the signal ratio; also: potency is read from the fitted curve at half-maximal effect; % is scaled to controls: 0 for no effect and ±100 for the full control effect
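S3 HeLa stable clones carrying a lamin A-EGFP splicing minigene plus DsRed2 were seeded at 600 cells/well in Opti-MEM with 2% FBS, pin-dosed and incubated 48 h at 37°C. Acumen cytometry (488 nm) gave the GFP/RFP total-intensity ratio.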
CBFb-RUNX1 inh = CBF-beta/RUNX1 interaction disruption. 230,000 tested, under 10 active. Potency, µM (series often up to 59.8 µM), for the others: at the highest dose activity, negative = inhibition, actives largely listed as inhibitors. AlphaScreen CBFb-His/RUNX1-biotin binding, biochemical. Q01196+Q13951; also: % of control where 0% means no effect
Target sequence (Q01196 whole entry, looked up): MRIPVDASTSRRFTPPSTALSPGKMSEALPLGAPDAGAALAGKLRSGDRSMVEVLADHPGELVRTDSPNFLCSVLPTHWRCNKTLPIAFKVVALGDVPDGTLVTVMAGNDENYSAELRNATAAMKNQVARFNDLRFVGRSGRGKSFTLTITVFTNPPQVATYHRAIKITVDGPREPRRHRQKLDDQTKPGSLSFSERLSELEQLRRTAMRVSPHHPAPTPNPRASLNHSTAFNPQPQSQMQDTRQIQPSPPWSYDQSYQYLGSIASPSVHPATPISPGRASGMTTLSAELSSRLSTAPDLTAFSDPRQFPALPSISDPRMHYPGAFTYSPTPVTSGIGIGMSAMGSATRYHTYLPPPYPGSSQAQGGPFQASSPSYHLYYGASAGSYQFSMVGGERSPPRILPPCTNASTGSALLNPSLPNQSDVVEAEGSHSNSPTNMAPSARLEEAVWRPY
Target sequence (Q13951 whole entry, looked up): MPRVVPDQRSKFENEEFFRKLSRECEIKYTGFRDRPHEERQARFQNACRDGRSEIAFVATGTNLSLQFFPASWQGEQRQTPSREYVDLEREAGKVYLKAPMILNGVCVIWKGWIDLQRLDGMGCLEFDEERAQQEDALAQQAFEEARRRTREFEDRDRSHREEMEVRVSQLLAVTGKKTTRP
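Read-out: AlphaScreen. Format: His-CBF-beta with biotinylated RUNX1 (30 nM each) preincubated 20 min, compound 15 min, Ni-chelate plus streptavidin beads 90 min; room temperature throughout.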
HTT aggregate = inhibitors of mutant huntingtin aggregate formation in PC12 cells | PC12 HttQ103-GFP aggregates, Acumen cytometry, 40 h | AID 1688 | 1.1% of 220,000 active | Potency, µM (top dose mostly 46.1 µM), without a hit: at the highest dose activity change, negative = inhibition, hits mostly inhibitors; also: potency is read from the fitted curve at half-maximal effect; % is scaled to controls: 0 for no effect and ±100 for the full control effect; nearly all actives have a fitted effect of over 60% in size
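Using laser scanning cytometry, GFP-positive aggregates were counted after lysis of PC12 cells induced with 100 nM tebufenozide to express HTT exon 1 Q103–GFP. Compounds were tested in titration.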
* marks the source's active call; other numbers are inactive results; ? = inconclusive; . = no result given; [ ] = dose if it differs, or a comment. Unless noted, calls follow the shape of the dose curve; as a rule, active = well fitted curve in the direction sought with a large enough effect; inconclusive = small, poorly fitted or top-dose-only effect, or another doubt; inactive = no such curve, though single readings can be large; an effect the other way counts as inactive or inconclusive.

SMILES	GAA glycogen	GAA inh	HTT cytoprotect	aGlu spleen mod	LMNA splice mod	CBFb-RUNX1 inh	HTT aggregate
Cn1c(SCCOc2ccc(F)cc2)nnc1-c1ccncc1	6%	.	13%[10 µM]	5%	.	20%	21%[9.22 µM]
Cc1ccc(NC(=O)CN(C)C(=O)CSc2nc3ccccc3c(=O)n2Cc2ccco2)cc1	2%	-10%	-27%	-6%	?	-8%	-6%
Cc1ccc(S(=O)(=O)N/N=C/c2cccc(OC3CSC3)c2)cc1	-1%	6%	2%[10 µM]	6%	-13%	-9%	5%
CN1CCN(c2ccccc2NC(=O)COc2ccccc2)CC1	3%	-9%	-3%	-5%	11%	7%	-11%
CN1C(C(=O)NCc2ccc(OC(F)(F)F)cc2)CC2Cn3c(nc4cc(Cl)c(Cl)cc43)C21 (stereo not drawn)	0%	.	-9%[10 µM]	5%	.	11%	32%[9.22 µM]
Cc1ccc(C(=O)Nc2cccnc2)cc1S(=O)(=O)N1CCOCC1	-22%	-4%	-4%	1%	6%	-4%	-19%
COc1cc(C)c(S(=O)(=O)n2ccc(C)n2)cc1C	-3%	0%	-18%[10 µM]	-8%	4%	0%	-1%
N/C(=N\OC(=O)CCCCCN1C(=O)c2ccccc2C1=O)c1ccccn1	26%	4%	-16%	4%	-18%[46 µM]	1%	26%
C=CCNC(=O)NC(=O)CSc1nnc(C(F)(F)F)n1C	5%	-5%	10%	11%	3%[46 µM]	-5%	9%
COc1ccc(NCC(=O)N/N=C/c2c(C)nn(Cc3ccccc3)c2Cl)cc1	-4%	-8%	-3%[10 µM]	-7%	?	-2%	-29%
O=C(NCC1CCCO1)c1ccc(Br)o1 (stereo not drawn)	-4%	-2%	26%	-16%	-5%[46 µM]	6%	-2%
CCCCNC(=O)CN1C(=O)c2cccc(N)c2C1=O	7%	7%	-13%[10 µM]	2%	-5%[46 µM]	9%	4%
CCOC(=O)O[C@]1(C(=O)OCCl)CC[C@@H]2[C@H]3CCC4=CC(=O)C=C[C@]4(C)[C@@H]3[C@@H](O)C[C@@]21C	.	.	-35%[inhibitor]	.	14%	.	6%
COc1ccc(C(=O)NCc2ccc3c(c2)OCO3)cc1	-4%	-1%	15%[10 µM]	-3%	.	-5%	9%
O=C(Cc1cn2ccsc2n1)Nc1ccccn1	1%	-3%	7%[10 µM]	5%	8%	4%	1%
CC1CCCCN1C(=O)N[C@@H](Cc1ccccc1)C(=O)O (stereo partly drawn)	2%	1%	-2%	0%	-5%	-2%	-2%
CCOc1ccc(Oc2ccc(NC(=O)[C@@H](NC(N)=O)[C@@H](C)CC)cc2)cc1	3%	.	-13%[10 µM]	-2%	.	-3%	-5%[9.22 µM]
COc1cccc(-c2nc(C(N)=O)c3[nH]c(=O)n(-c4cccc(Cl)c4)c3n2)c1OC	4%	2%	-2%	8%	-6%	1%	19%
CCOC(=O)CNC(=O)N1CCCC(C(=O)c2ccccc2SC)C1 (stereo not drawn)	-11%	5%	7%[10 µM]	2%	-9%[46 µM]	9%	-7%[9.22 µM]
O=C(NCC1CCCO1)c1nnc(Cc2ccc(F)cc2)o1 (stereo not drawn)	5%	3%	2%	2%	-4%	8%[2.36 µM]	5%
CCOc1cccc(CNCCSc2nnnn2C)c1	-3%	6%	11%[10 µM]	2%	.	-1%	1%[9.22 µM]
O=C(Nc1c(Cl)cc(Cl)cc1C(=O)NCc1cccnc1)c1ccc(Cl)cc1Cl	6%	-3%	3%	3%	-1%	3%	5%
COc1cc(/C=N\Nc2nc(-c3cccs3)c(NC(C)=O)s2)ccc1O	?	.	-20%[10 µM]	3%	.	-8%	-10%[9.22 µM]
CC(C)Oc1ccc(CC(=O)NNC(=S)Nc2ccccc2)cc1	-21%	.	3%[10 µM]	-4%	.	9%	9%[9.22 µM]
NCC(O)(c1ccc(Cl)cc1)c1ccc(Cl)cc1	21%	7%	-5%	-2%	.	1%	-19%[9.22 µM]
COc1ccc(NC(=O)c2nc(C)c(C3(C)CC(c4cccnc4)=NO3)s2)cc1 (stereo not drawn)	-5%	.	-6%[10 µM]	-8%	.	6%	-17%[9.22 µM]
COc1ccc(Cn2cccc(NC(=O)Nc3cccc(OC)c3)c2=O)cc1	-8%	.	-1%[10 µM]	-3%	.	-15%	-27%[9.22 µM]
COc1ccc(CCNC(=O)c2cc3sc(Cl)cc3n2C)cc1OC	-3%	-4%	8%[10 µM]	-3%	?	-6%	-3%
CC(=O)Nc1ccc(-n2c(C)c(C(C)=O)c(C(C)=O)c2C)cc1	8%	6%	-19%	7%	4%	4%	2%
CCOC(=O)c1[nH]c(C)c(C(=O)Nc2ccc3c(c2)OCCO3)c1C	10%	-8%	3%	-9%	-14%	1%	16%

Looked up above.
Result of NCC(O)(c1ccc(Cl)cc1)c1ccc(Cl)cc1 in HTT cytoprotect: -5%
Result of CC(C)Oc1ccc(CC(=O)NNC(=S)Nc2ccccc2)cc1 in GAA glycogen: -21%

Further results:
SMILES	GAA glycogen	GAA inh	HTT cytoprotect	aGlu spleen mod	LMNA splice mod	CBFb-RUNX1 inh	HTT aggregate
CCC(C)NC(=O)Cn1c(=O)n(CCCCC(=O)NCc2ccco2)c(=O)c2ccccc21 (stereo not drawn)	0%	-1%	5%	6%	-4%	-1%	7%[9.22 µM]
CC(=O)c1ccc(NC(=O)C2CCCNC2=O)cc1 (stereo not drawn)	-9%	-11%	-14%[0.074 µM]	-8%	10%	2%	26%[9.22 µM]
COc1ccc(C(=O)OCCN=C2NS(=O)(=O)c3ccccc32)cc1OC	1%	-2%	-4%	-4%	13%	4%	-4%
COc1ccc(N2C(=O)c3ccccc3NC2c2ccc(OC)c(COc3ccccn3)c2)cc1 (stereo not drawn)	4%	3%	-8%[10 µM]	5%	-5%	5%	2%
Cc1ccc2nsnc2c1S(=O)(=O)N1CCOCC1	?	-9%	12%	-13%	8%	4%	9%[9.22 µM]
Cc1ccc(-c2csc3nc(SCC(=O)N(C)C)n(Cc4ccccc4)c(=O)c23)cc1	-9%	?	1%[10 µM]	-5%	-5%	-8%	12%
Cc1ccc(S(=O)(=O)NC(=O)c2ccc(-c3ccc(C)c4ccccc34)o2)cc1	1%	?	.	12%	-2%	0%[2.36 µM]	20%
COc1ccc(/C(C)=N/NC(=S)NCCc2ccccc2)cc1	?	-9%	-136%[inhibitor]	-16%	?	.	?
Cc1c(-c2ccc(Br)cc2)[n+](=O)c2c(n1[O-])CCCCC2	-1%	.	7%[10 µM]	-3%	.	-10%	-6%[9.22 µM]
CC(C)Oc1ccc(C2c3c(oc4ccccc4c3=O)C(=O)N2CCCN2CCOCC2)cc1 (stereo not drawn)	10%	-14%	-9%	-7%	-4%	4%	-14%
COc1ccc(CNc2nc(-c3cccnc3)nn2C(C)=O)cc1	8%	-6%	-64%[inhibitor][1.9 µM]	-4%	?	7%	?
N#C/C(C(=O)N1CCCCC1)=C1\Nc2ccccc2S1	?	1%	11%[1.9 µM]	-5%	-6%	2%	-13%
C(=N\Nc1nc(N2CCCC2)nc(N2CCCC2)n1)/c1cccnc1	7%	6%	-5%	2%	.	-7%	-19%[9.22 µM]
COc1ccccc1N(CC(=O)NC1CCCC1)C(=O)CCC(=O)Nc1cc(C)on1	4%	-1%	-8%[10 µM]	6%	-6%	5%	-18%
Cc1ccc(NC(=O)CSc2nnc(-c3ccc(S(=O)(=O)N4CCCC4)cc3)o2)cc1C	0%	4%	-19%[10 µM]	6%	0%	-4%	-19%

Some entries already given, showing only aGlu spleen mod.
structure	aGlu spleen mod
COc1ccc(NCC(=O)N/N=C/c2c(C)nn(Cc3ccccc3)c2Cl)cc1	-7%
CC(C)Oc1ccc(CC(=O)NNC(=S)Nc2ccccc2)cc1	-4%

Further entries.
SMILES	GAA glycogen	GAA inh	HTT cytoprotect	aGlu spleen mod	LMNA splice mod	CBFb-RUNX1 inh	HTT aggregate
COc1ccc(-c2cc(C(=O)Nc3cnn(Cc4ccccc4C)c3)no2)cc1OC	-3%	5%	19%	-10%	23%	-2%	20%
C/C(=N\OC(=O)c1ccccc1)c1cc(-c2ccc(Cl)cc2)no1	2%	-1%	-15%	-6%	-3%	5%	-9%
Cc1ccc(-c2ccc(SCC(=O)c3ccccc3)nn2)cc1	-2%	0%	19%[10 µM]	-3%	?	4%	11%
CCOc1ccc(NS(=O)(=O)c2ccc(NC(C)=O)c(OC)c2)cc1	-1%	4%	-10%	1%	0%	1%	1%[9.22 µM]
Cc1nc(NC(=O)c2ccc(Br)o2)sc1C	0%	-9%	-63%[inhibitor]	5%	-4%	-7%	-9%
Cc1cc(C)nc(SCC2COc3ccccc3O2)n1 (stereo not drawn)	-2%	-2%	5%	-5%	18%	9%	14%
Cc1ccc(NC(=O)CSc2nnc([C@H](C)NC(=O)OC(C)(C)C)o2)c(C)c1	0%	.	-9%[10 µM]	-3%	.	5%	30%[9.22 µM]
OCCC1CN(Cc2ccc3c(c2)CCO3)CCN1C1CCCC1 (stereo not drawn)	-5%	12%	.	4%	.	4%	.
COc1ccc(-c2nc3c(c4c2C[C@H](c2ccccc2)OC4)CN(C(=O)NCCc2c[nH]c4ccccc24)CC3)c(C)c1	.	.	-7%[10 µM]	6%[17.4 µM]	5%[9.22 µM]	-1%[13.1 µM]	.
Cc1cc2cc(CN(CCN3CCOCC3)C(=O)Nc3ccccc3F)c(=O)[nH]c2cc1C	-10%	-3%	-11%[10 µM]	1%	1%	0%	21%
COCCNC(=O)c1cn(C)c2ccc(S(=O)(=O)N(C)C3CCCCC3)cc2c1=O	-18%	-1%	-18%	-11%	-3%	-3%	-15%
COc1ccc(-c2csc(NC(=O)c3ccoc3C)n2)cc1	3%	-27%	.	-2%	.	-5%	-18%
NC(=O)C1CCN(c2oc(-c3ccccc3F)nc2S(=O)(=O)c2ccc(Cl)cc2)CC1	0%	-12%	-10%[0.074 µM]	-14%	4%	9%	11%
O=S(=O)(Nc1cccnc1)c1cc(Cl)ccc1Cl	4%	-6%	-13%[10 µM]	-3%	-4%	4%	-5%

Pulled by structure from the entries so far (4):
SMILES	GAA glycogen	GAA inh	HTT cytoprotect	aGlu spleen mod	LMNA splice mod	CBFb-RUNX1 inh	HTT aggregate
Cc1nc(NC(=O)c2ccc(Br)o2)sc1C	0%	-9%	-63%[inhibitor]	5%	-4%	-7%	-9%
CCOc1ccc(NS(=O)(=O)c2ccc(NC(C)=O)c(OC)c2)cc1	-1%	4%	-10%	1%	0%	1%	1%[9.22 µM]
COc1ccc(-c2cc(C(=O)Nc3cnn(Cc4ccccc4C)c3)no2)cc1OC	-3%	5%	19%	-10%	23%	-2%	20%
Cc1ccc(-c2ccc(SCC(=O)c3ccccc3)nn2)cc1	-2%	0%	19%[10 µM]	-3%	?	4%	11%
